# SR-BI HDL uptake: mouse SR-BI HDL lipid transfer inhibition; AID 488896; 0.96% of 320,000 active; ldlA[mSR-BI] CHO cells, DiI-HDL uptake fluorescence, 3 h; inhibition, % at 12.5 µM; Q61009;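 active means mean replicate inhibition of at least 70% and a set share of replicates each scoring 70 or more; inconclusive means meets just one of the two criteria; inactive means fails both criteria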;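 further: 0% = median of neutral control wells and 100% = median of positive control wells; values of inactives mirror those of a sister screen read the other way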
# Target sequence (Q61009 whole entry, looked up): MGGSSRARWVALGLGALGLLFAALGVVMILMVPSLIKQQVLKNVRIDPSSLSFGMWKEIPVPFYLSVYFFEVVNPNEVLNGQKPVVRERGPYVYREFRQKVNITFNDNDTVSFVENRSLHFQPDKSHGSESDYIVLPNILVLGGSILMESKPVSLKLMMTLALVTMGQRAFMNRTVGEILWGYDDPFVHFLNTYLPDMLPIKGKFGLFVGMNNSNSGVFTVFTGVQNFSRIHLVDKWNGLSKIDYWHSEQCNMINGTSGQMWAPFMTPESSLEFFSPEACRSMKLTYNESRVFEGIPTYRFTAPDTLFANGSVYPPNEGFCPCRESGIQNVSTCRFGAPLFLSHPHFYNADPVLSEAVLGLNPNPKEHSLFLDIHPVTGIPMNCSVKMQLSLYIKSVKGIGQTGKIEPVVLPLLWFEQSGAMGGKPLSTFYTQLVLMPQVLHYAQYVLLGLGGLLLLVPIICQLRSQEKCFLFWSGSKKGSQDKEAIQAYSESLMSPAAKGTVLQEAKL
# SUMO Mot1 rescue: SUMOylation pathway inhibition by Mot1-301 growth rescue; S. cerevisiae Mot1-301 growth rescue, ATP luminescence, 38.5C; percent above DMSO median, 100 means doubled; growth rescue, % at 18.8 µM; 1% of 320,000 active; AID 2716;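 active means every valid replicate shows activation above 250% relative to neutral control wells; inactive means the rest, any valid replicate at or below 250%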;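 further: OY570 slx delta 5 strain wells were the positive control but not used for scaling; some compounds called inactive have numbers as strong as hits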
# NSD2 inh: NSD2 (human) methyltransferase inhibition. O96028. inhibition, % at 12.5 µM. NSD2 peptide methylation, AlphaScreen, 120 min. 0.54% of 310,000 active; in the data active means inhibition above about 50%
# CDK5 inh: CDK5/p35 (human) kinase inhibition | Q00535+Q15078 | 0.01% of 330,000 active | inhibition, % at 10 µM | Recombinant CDK5/p35, ADP-Glo luminescence, 60 min;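 active means highest replicate inhibition of at least 50% and at least 75% of replicates reaching 50%; inconclusive means only one of the two criteria met; inactive means both criteria failed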;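 further: plate controls were DMSO neutral control for no effect and GW8510 at 10 µM for full effect; many of its hits are not listed in these tables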
# SR-BI DiI-HDL act: SR-BI HDL lipid transfer activation. CHO ldlA[mSR-BI] cells, DiI-HDL uptake fluorescence, 3 h; 100 = double the neutral-control signal. activation, % at 12.5 µM. 0.096% of 320,000 active;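 active means mean replicate activation of at least 60% and every replicate at or above 60%; inconclusive means mean or all-replicate condition met, but not both; inactive means mean below 60% and not all replicates reaching 60%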;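 further: 0% = median plate neutral-control signal and 100% = twice that signal; values of inactives mirror those of a sister screen read the other way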
#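 Material: SR-BI-overexpressing, LDLR-lacking CHO cells; schedule: compound exposure 3 h, 37 °C; reagent: DiI-labelled HDL at 10 µg/mL final; technique: bottom-read fluorescence, 550/595 nm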
# Arrestin-AP2 inh: inhibitors of human beta-arrestin and AP2 interaction | FITC-arrestin peptide / GST-AP2 beads, flow cytometry; AP2 beta2 appendage carries R879A mutation | inhibition, % at 10 µM | 0.31% of 340,000 active | AID 504490;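 active means inhibition above a set limit, near 3 SD of compounds lacking own fluorescence, cut at about 54% in these data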;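 further: plate controls were DMSO wells for no effect and 5 µM unlabelled arrestin peptide for full effect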
#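 Material – GST-tagged AP2 beta2-adaptin appendage (R879A) on 4 µm glutathione beads · Probe or stimulus – fluorescein-tagged arrestin peptide at 50 nM final · Timing – 12 min plus 1 h, RT · Detection – bead flow cytometry, FITC channel · Read-out basis – inhibition as reduced fluorescein signal on beads, percent · Medium – PBS plus Tween 20 (0.05%) and BSA (0.1%)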
# MITF act: increases MITF-driven TRPM1 promoter luciferase signal. 0.75% of 300,000 active. activation, % at 12.5 µM. SK-MEL-5 TRPM1-promoter luciferase, 24 h; % of positive control, neutral wells = 0;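 active means mean activation of at least 80% with every replicate also reaching 80%; inconclusive means mean reaches 80% but some replicate falls short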;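 further: 0% = neutral control wells and 100% = parthenolide positive control wells; values of inactives mirror those of a sister screen read the other way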
# DSG3 Ab inh: inhibitors of pemphigus antibody binding to human desmoglein-3 | DSG3-coupled beads, scFv-anti-DSG3-GFP binding, flow cytometry; hits give low values | P32926 | 0.48% of 310,000 active | AID 588358 | binding (percent of control), % at 10 µM;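 active means binding more than 3 SD below its plate's average and above zero; inconclusive means below that plate limit but binding exactly zero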;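 further: hits lower antibody fragment binding to DSG3; some compounds called inactive have numbers as strong as hits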
# PKA-R2B act: PKA-R2B complex activation | PKA-R2B holoenzyme dissociation, Cy5-IP20 fluorescence polarization; R2B truncated from residue 108, S112A mutant; 0% DMSO only, 100% 113 µM cGMP | activation, % at 11.4 µM | 0.079% of 340,000 active | AID 504700;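 active means activation above a cutoff set at the mean over all compounds plus 3 SD, cut at about 18% in these data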;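 further: higher means more holoenzyme dissociation and a rise in polarization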
# PKA-R1A activ: PKA-R1A complex activation; P00514+P68181; PKA-R1A dissociation, Cy5-IP20 fluorescence polarization; scaled: DMSO 0%, 113 µM cGMP 100%; activation, % at 11.4 µM; 0.083% of 340,000 active; AID 504707;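 active means percent activation above the mean of all tested compounds plus 3 SD, cut at about 19% in these data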;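 further: higher means more PKAc released from R1A so a rise in polarization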
# dFosB activator: activators of mouse delta FosB homodimer; P13346; purified delta FosB, TAMRA-CDK5 oligo fluorescence polarization; percent of positive-control signal above neutral wells; activation, % at 25 µM; 0.99% of 340,000 active; AID 493131;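 active means mean activation above about 17%, with every replicate also reaching it, limit read from the data, passing the limit was not always enough; inconclusive means only one of the two conditions met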;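 further: fluorescence polarization rise as delta FosB binds a TAMRA Cdk5 AP-1 oligo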
# Target sequence (P13346 whole entry, looked up): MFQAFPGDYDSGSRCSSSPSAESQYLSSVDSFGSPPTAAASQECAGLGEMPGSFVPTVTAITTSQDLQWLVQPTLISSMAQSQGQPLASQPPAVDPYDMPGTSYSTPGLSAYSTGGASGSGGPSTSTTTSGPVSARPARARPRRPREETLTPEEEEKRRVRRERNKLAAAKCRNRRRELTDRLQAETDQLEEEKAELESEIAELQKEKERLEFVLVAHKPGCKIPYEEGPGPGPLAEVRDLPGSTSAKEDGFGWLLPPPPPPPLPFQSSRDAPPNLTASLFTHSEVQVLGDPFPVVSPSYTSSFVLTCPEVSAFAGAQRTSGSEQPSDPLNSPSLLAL
# An asterisk follows results filed as active; ? = inconclusive; . = no result given.
SMILES,SR-BI HDL uptake,SUMO Mot1 rescue,NSD2 inh,CDK5 inh,SR-BI DiI-HDL act,Arrestin-AP2 inh,MITF act,DSG3 Ab inh,PKA-R2B act,PKA-R1A activ,dFosB activator
O=C(NCCc1ccc2c(c1)OCCO2)c1ccccn1,-4,-4,-1,0.7,4,-10,40,96,6,0,-4
COc1ccccc1CC(=O)NNC(=O)c1ccc(C(C)(C)C)cc1,-2,40,1,0.9,2,-11,10,110,1,-3,-5
CCOc1ccc(C(=O)COC(=O)Cc2n[nH]c(=O)c3ccccc23)cc1,-17,-28,0,-3.4,17,-7,-19,82,0,-1,-3
COc1ccccc1CNC(=O)Cn1c(=O)oc2cc(S(=O)(=O)N3CCCC3)ccc21,-5,-22,.,-2.0,5,-8,-5,94,-5,7,-6
CC1(c2ccccc2)NC(=O)N(CC(=O)N2CCN(S(=O)(=O)c3cccc(C(F)(F)F)c3)CC2)C1=O (stereo not drawn),-23,.,0,0.2,23,15,-4,115,4,2,-8
CCN1CCN(c2nnc(-c3ccccc3)c3ccccc23)CC1,4,10,26,0.1,-4,-1,-3,99,-6,-12,-2
NCCCCC(N)c1cn([C@@H](CCC(=O)O)C(=O)N2CCNCC2)nn1 (stereo partly drawn),.,76,.,2.0,.,-4,1,99,-7,-8,4
CN(CCCOc1ccccc1F)Cc1ccccc1,-10,-13,2,-0.6,10,19,.,96,0,-13,-9
Cn1cccc1C(=O)NC(=O)COC(=O)CNC(=O)CNC(=O)c1ccc(Cl)cc1Cl,9,59,3,0.6,-9,-13,-4,92,-15,-2,-8
COc1cc(/C=C2\SC(=O)N(c3ccc(O)cc3)C2=O)cc(OC)c1OC,41,-11,-4,1.0,-41,9,1,90,-8,2,-5
CCC1CCCCN1CCCNC(=O)c1cn(C)c2ccc(S(=O)(=O)N(C)C3CCCCC3)cc2c1=O (stereo not drawn),-1,-7,-2,2.6,1,28,6,98,-3,6,-14
CC(=O)c1ccc(NC(=O)C(C)OC(=O)C2CCN(c3ccc(C(F)(F)F)cn3)CC2)cc1 (stereo not drawn),5,-19,-1,-2.2,-5,-9,9,105,-3,-9,-14
CCOC(=O)c1c(C2CC2)csc1NC(=O)COC(=O)c1ccc[n+]([O-])c1,-63,-3,2,-0.9,?,19,2,96,-13,4,4
CC(C)Cn1cnc2c(SCc3ccccc3Cl)nc(N)nc21,13,.,0,-0.8,-13,-7,26,113,-6,-10,-4
O=C(NC1CCCCC1)c1ccccc1C(F)(F)F,-20,-7,-2,-0.3,20,-3,-1,102,3,6,-7
COc1ccc(Oc2ccc(C(F)(F)F)cc2NC(=O)c2ccc(F)cc2)cc1,25,3,-3,0.8,-25,43,.,94,.,.,-3
O=S(=O)(NCCc1ccncc1)c1ccc(F)cc1,-17,1,-3,-1.9,17,35,-5,113,1,-1,2
Cc1cc(NC(=O)C(C)SCC(=O)NCc2ccc(F)cc2)no1 (stereo not drawn),-15,.,1,0.1,15,-7,4,.,-8,3,-7
O=C(O)c1cc(-c2ccc(/C=N/N3C(=O)C4C5C=CC(CC5)C4C3=O)o2)ccc1Cl (stereo not drawn),-9,1,-2,0.4,9,12,1,104,-13,5,-7
CC(C)CC(C(=O)O)N1C(=O)C2C3CC(C2C1=O)C1C(c2ccccc2)c2sc(=O)[nH]c2SC31 (stereo not drawn),-10,-15,-3,-0.8,10,23,-1,.,0,3,-10
COc1ccccc1N1CCN(C(=O)c2coc(=O)c(Br)c2)CC1,-14,-18,8,-0.2,14,2,.,111,-3,-3,1
COc1cc(/C=N/NC(=O)c2cccnc2)ccc1OS(=O)(=O)c1ccc(F)cc1,13,-3,6,-4.7,-13,0,-3,101,0,-5,-18
CC1CCN(Cc2ccc(NC(=O)C3CCN(c4nnc(-n5cccc5)s4)CC3)cc2)CC1,10,9,.,-2.5,-10,-1,-13,108,-3,7,14
COc1ccccc1-c1c(C)oc2c(CN3CCOCC3)c(O)ccc2c1=O,-12,-14,-1,1.0,12,7,3,108,-11,-1,-8
COc1cc(/C=C/C(=O)O)cc(S(=O)(=O)NC2CC2)c1OC,0,-8,-2,-2.0,0,-13,-5,99,2,-5,-3
Nc1c(Cl)cc(C2=NCCn3nc4cc(C(F)(F)F)ccc4c32)cc1Cl,42,-29,.,-5.3,-42,0,-12,99,-13,10,3
CCOC(=O)c1[nH]c2ccccc2c1NC(=O)NC1CCCCC1,35,-3,-2,-1.6,-35,-5,-21,114,-6,-1,6
O=C(CCSc1ccc(Cl)cc1)NC12CC3CC(CC(C3)C1)C2,14,-8,-4,-2.5,-14,3,.,.,-3,-10,0
O=C(NC1CCCCC1)C1CCCN(S(=O)(=O)c2cnc[nH]2)C1 (stereo not drawn),-14,4,.,1.1,14,0,-10,103,-2,-8,0
Nc1c(C(=O)Nc2cccc(C(=O)O)c2)sc2nc3c(cc12)CCCC3,-12,-4,3,0.7,12,-9,-80,106,0,-10,-4
Cc1cccc(NC(=O)CN2C(=O)N/C(=C/c3cc(C)n(C(C)C)c3C)C2=O)c1,1,-23,-3,-4.6,-1,-1,-6,99,8,-2,-2
CCN(CC)CCN(Cc1cc2cc3c(cc2[nH]c1=O)OCO3)C(=S)NCC(C)C,5,-3,7,0.1,-5,33,.,116,-4,-18,?
CCN1CCN(c2ccc(S(=O)(=O)N3CCOCC3)cc2NC(=O)/C=C/c2ccc(OC)cc2OC)CC1,-8,.,6,-0.8,8,-18,22,101,-16,-5,-3
COc1ccc(OC(C)C(=O)NCCC2=CCCCC2)cc1 (stereo not drawn),-9,19,0,2.1,9,-1,-4,106,-1,-12,8
CC(C)CCN1CC(C(=O)NCc2ccccc2)CC1=O (stereo not drawn),3,189,-1,-2.6,-3,4,-3,99,3,-8,-3
CCCCn1c(N)c(N(Cc2ccccc2OC)C(=O)CSCC(=O)Nc2cccc(C)c2)c(=O)[nH]c1=O,-4,15,0,-1.2,4,-14,0,110,-1,-15,-6
CC(C)n1c(CN2CCN(C(=O)c3ccco3)CC2)nc2c1c(=O)n(C)c(=O)n2C,-13,-6,-2,0.4,13,-8,3,107,-2,-5,0
CCOC(=O)c1c[nH]c2c(C)cc(C)cc2c1=O,-22,8,-2,-0.1,22,0,1,108,1,-10,1
Cc1cc(C)c(C)c(OCC(=O)O/N=C(\N)c2ccccn2)c1,21,-6,2,-1.7,-21,7,14,111,-1,-11,-7
CCOc1ccc(NS(=O)(=O)c2ccc(C(=O)NCC(c3ccco3)N3CCCC3)cc2)cc1 (stereo not drawn),-9,-1,-6,-0.4,9,-9,13,118,1,-4,1
O=C(COC(=O)c1ccccc1O)NCc1ccc2c(c1)OCO2,-11,14,1,0.5,11,-8,.,.,0,-18,-2
COc1cc(C(=O)OCC(=O)NC2CCCC2)cc(OC)c1OC,-4,4,-1,2.5,4,21,5,.,7,-7,-9
CC(=O)Oc1c(S(=O)(=O)c2ccc(C)cc2)c(C)nn1-c1ccccc1,-8,-6,0,-0.7,8,11,5,95,2,1,-9
COc1ccc(CCNC(=O)CSc2nc(=O)[nH]c3c2CCC3)cc1OC,-2,-8,-2,-1.9,2,-11,-3,100,12,-3,-11
Cc1nn(C)c(NC(=O)c2ccc(Cl)cc2Cl)c1Br,11,17,2,2.6,-11,11,-10,94,-3,1,-1
O=S(=O)(Nc1ccccc1)c1ccc(NS(=O)(=O)c2c(F)cccc2F)cc1,-5,44,-2,-1.8,5,6,7,108,-2,-1,0
O=C(CCCN1C(=O)CCC1=O)Nc1ccc2c(c1)OCCO2,-10,-16,0,0.5,10,14,.,102,-9,0,3
O=C(c1cnc2sccn2c1=O)N(Cc1ccccc1)c1ccccn1,-24,21,.,0.2,24,26,-10,105,1,-9,-6
CCN(CC)S(=O)(=O)c1cc(OCC(N)=O)c(C)cc1Cl,-4,-4,0,1.3,4,17,-2,107,-8,3,-10
CCCC(=O)Oc1ccc(N(C(=O)CCC)S(=O)(=O)c2cccs2)cc1,-12,243,-10,-1.0,12,7,-12,104,-2,4,0

# (more compounds)
SMILES,SR-BI HDL uptake,SUMO Mot1 rescue,NSD2 inh,CDK5 inh,SR-BI DiI-HDL act,Arrestin-AP2 inh,MITF act,DSG3 Ab inh,PKA-R2B act,PKA-R1A activ,dFosB activator
Cn1c(/C(C#N)=C(\O)c2ccccc2Cl)nc2ccccc21,19,-1,-2,0.1,-19,10,-2,104,5,-7,0
Cc1cccc(OCCCn2c(=O)sc3ccccc32)c1,12,-5,-8,0.2,-12,3,61,100,-4,-10,-7
Cc1ccc(C2=N/C(=C/N3CCOCC3)C(=O)O2)cc1,-4,-7,-5,-1.7,4,27,92*,111,-7,-13,-7
COc1cc(C(=O)OCC(=O)c2cc(C)n(C)c2C)cc(NC(=O)c2ccco2)c1OC,50,96,-1,0.7,-50,32,1,106,18,1,13
CNc1cc(CS(=O)c2ccccc2)nc(-c2ccccc2)n1 (stereo not drawn),-4,977,-1,-0.3,4,-7,.,.,15,-8,3
CCOc1ccc(-c2nc(C#N)c(N3CCN(Cc4ccccc4)CC3)o2)cc1,24,8,.,0.6,-24,29,.,100,-1,-6,0
O=C(O)c1cccc(S(=O)(=O)NNc2ccccc2C(F)(F)F)c1,-1,214,-2,0.9,1,23,2,98,-4,0,-2
O=C(Nc1ccc2c(c1)OCCO2)C1CCN(C(=O)c2ccc(Br)cc2)CC1,-20,4,2,2.4,20,-13,-3,.,1,9,0
Cc1cc(C)cc(NC(=O)CCc2ccc(C)o2)c1,6,167,1,-0.6,-6,45,8,.,10,-12,6
Cc1cccc(C(=O)Nc2ccccc2C(=O)OCC(=O)Nc2ccc(C#N)cc2)c1,31,8,0,-1.0,-31,-4,20,99,-5,10,-7
O=C(COc1ccccc1)Nc1nc2cc3c(cc2s1)OCCO3,0,4,-3,0.4,.,9,40,106,5,-11,2
COc1ccc(-c2c(C)n([O-])c3c([n+]2=O)CCCC3)cc1,9,2,-3,-0.5,-9,-5,.,.,-5,-7,6

# High-throughput results deposited in PubChem BioAssay by several laboratories.
